Dicer processing – human Dicer pre-microRNA cleavage inhibition; Q9UPY3; cat-ELCCA pre-miR-21 Dicer processing, chemiluminescence; active compounds read high; z-score at 25 µM; 6% of 47,000 active; in the data active = z-score above about 3, passing the limit was not always enough;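 also: plate controls were vehicle for no effect and no enzyme for full effect; higher signal means more uncleaved substrate so more Dicer inhibition; strong numbers were not always called active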
* hit, by the source's call; & = joins results of further samples. The list is partial (hit frequency here may not be typical).

How did COc1ccc(/C(O)=C2\C(=O)C(=O)N(CCCN(C)C)C2c2ccccc2)cc1 (configuration not stated) do in these assays?
Dicer processing: 1.41

What do the screens show for `COc1ccc(Cl)c(OC)c1NC(=O)NC(=O)c1c(Cl)cc([N+](=O)[O-])cc1Cl`?
Dicer processing: -1.49

Results for C=CCc1cccc(CNc2nc3ccccc3n2CC)c1O ?
Dicer processing: 6.91*

What do the screens show for `CN1C(=O)CC(NCc2ccc(S(N)(=O)=O)cc2)C1=O` (configuration not stated)?
Dicer processing: 3.25*

What do the screens show for `COC(=O)c1cc(C)nc(Sc2ccccc2NC(=O)c2ccc(Cl)cc2)n1`?
Dicer processing: -2.07

Results for CCN(CC)CCn1c(-c2ccc(Br)cc2)cn2c3ccccc3nc12 ?
Dicer processing: 0.65

How did O=c1nc(/C=C/c2ccc(O)c(O)c2)oc2ccccc12 do in these assays?
Dicer processing: 3.95*

How did COC(=O)c1ccc(S(=O)(=O)NCc2ccccn2)n1C do in these assays?
Dicer processing: 0.41

How did CCOC(=O)C1=NN(c2ccccc2OC)C2C(=O)N(c3ccc(Br)cc3)C(=O)C12 (configuration not stated) do in these assays?
Dicer processing: 0.79

What do the screens show for `C(=N\Nc1cc(-c2ccccc2)nc2ncnn12)/c1ccc2c(c1)OCO2`?
Dicer processing: -0.77

What do the screens show for `CNC(=S)N(Cc1ccccc1)Cc1cccnc1`?
Dicer processing: 0.02

What do the screens show for `COCCCN1C(=O)C(=O)/C(=C(\O)c2ccc(C)c(F)c2)C12C(=O)N(C)c1ccccc12` (configuration not stated)?
Dicer processing: 45.5

What do the screens show for `Nc1nc(SCC(=O)NCCN2CCOCC2)nc2sc3c(c12)CCCC3`?
Dicer processing: 0.61

What do the screens show for `COC(=O)C1=C(C)NC2=C(C(=O)CCC2)C1c1ccccc1C` (configuration not stated)?
Dicer processing: 0.26

What do the screens show for `Cc1cc(C)nc(NC2=NCC(=O)N2CCc2c[nH]c3ccccc23)n1`?
Dicer processing: 0.73

What do the screens show for `COCCCNc1nc(-c2cccnc2)nc2ccccc12`?
Dicer processing: -1.54

How did Cc1cc2n(n1)C(c1ccccc1Cl)Nc1c(C)cccc1-2 (configuration not stated) do in these assays?
Dicer processing: 5.93*

Results for O=C(NCC1CCCO1)C1CC(c2ccc(Cl)cc2)=NO1 (configuration not stated) ?
Dicer processing: 0.05

Results for CC(Sc1nc(-c2ccccc2)c(-c2ccccc2)[nH]1)C(=O)O (configuration not stated) ?
Dicer processing: -0.77

What do the screens show for `Cn1c(CSc2cc(C(F)(F)F)nc3ccccc23)n[nH]c1=S`?
Dicer processing: -1.7

What do the screens show for `Cc1[nH]nc2c1C1(CCN(Cc3ccccc3)CC1)C(C#N)=C(N)O2`?
Dicer processing: -5.05&-5.78

Results for Cc1cc(=O)[nH]c(SCC(=O)c2c[nH]c3ccccc23)n1 ?
Dicer processing: 0.6

Results for CCc1nn2c(=O)c(NC(=O)c3ccc(F)cc3)cnc2s1 ?
Dicer processing: -0.28

Results for O=C(Nc1ccc(Cl)cc1)O/N=C1\CCCCC1Cn1ccnc1 (configuration not stated) ?
Dicer processing: 1.79

How did OC(c1cc(C(F)(F)F)nc2c(C(F)(F)F)cccc12)C1CCCCN1 (configuration not stated) do in these assays?
Dicer processing: -0.15

How did Cc1oc2ccc(OCC(=O)c3ccccc3)cc2c1C(=O)OC(C)C do in these assays?
Dicer processing: -0.34

What do the screens show for `O=C(Nc1ccccc1Cl)N1CCCN(c2ncccc2[N+](=O)[O-])CC1`?
Dicer processing: 1.43

What do the screens show for `CSc1cccc(NC(=O)CSc2nc3ccccc3o2)c1`?
Dicer processing: 1.49

Results for CC1=C(C(=O)OC2CCCCC2)C(c2ccc(N(C)C)cc2)C2=C(CC(C)(C)CC2=O)N1 (configuration not stated) ?
Dicer processing: 0.27

How did COC(OC)c1nc(SCC(=O)Nc2cccc(Cl)c2)ncc1C(=O)O do in these assays?
Dicer processing: -2.13

Arranged by SMILES length (highest first): part of the list above.
Results for O=C(Nc1ccc(Cl)cc1)O/N=C1\CCCCC1Cn1ccnc1 (configuration not stated) ?
Dicer processing: 1.79

Results for CCc1nn2c(=O)c(NC(=O)c3ccc(F)cc3)cnc2s1 ?
Dicer processing: -0.28

What do the screens show for `CSc1cccc(NC(=O)CSc2nc3ccccc3o2)c1`?
Dicer processing: 1.49

(further entries)
What do the screens show for `COc1cc(C)c(Cl)cc1S(=O)(=O)n1ccnc1C(C)C`?
Dicer processing: 0.84

What do the screens show for `C1CCN(CCC2CCCCN2)CC1` (configuration not stated)?
Dicer processing: -1.49

Results for O=c1oc2ccc([N+](=O)[O-])cc2cc1-n1cccc1 ?
Dicer processing: 0.15

Results for CCCCCCNC(=O)Cn1cnc2c1c(=O)n(C)c(=O)n2C ?
Dicer processing: 2.16

What do the screens show for `COc1cc(CNC(=O)c2sc3nc(-c4ccncc4)ccc3c2N)cc(OC)c1`?
Dicer processing: 0.86

Results for CC(C)N1C(=O)C(O)(CC(=O)c2ccc(-n3cccc3)cc2)c2ccccc21 (configuration not stated) ?
Dicer processing: 0.67

How did C(=N\Nc1ncnc2c1cnn2-c1ccccc1)/c1cccs1 do in these assays?
Dicer processing: 2.01

Results for CN(C)CCN1C(=O)C(=O)/C(=C(/O)c2ccc(Cl)cc2)C1c1ccco1 (configuration not stated) ?
Dicer processing: -0.28

What do the screens show for `COC(=O)C1=C(C)NC2=C(C(=O)CC(c3ccccc3)C2)C1c1ccccc1Br` (configuration not stated)?
Dicer processing: 7.61*

Results for OC(COc1ccc(-c2csnn2)cc1)CN1CCN(C(c2ccccc2)c2ccccc2)CC1 (configuration not stated) ?
Dicer processing: -2.3

What do the screens show for `O=C(O)c1ccccc1/C=N/Nc1cc(Cl)ccc1Cl`?
Dicer processing: 5.07*

What do the screens show for `CCOC(=O)c1ccc(CSc2n[nH]c(C)n2)o1`?
Dicer processing: -1.04

Results for CC(C)(COC(=O)c1cc2ccccc2oc1=O)Nc1ccc(C(F)(F)F)cc1[N+](=O)[O-] ?
Dicer processing: -1.52

Results for c1ccc(-c2csc(Nc3nc(N4CCOCC4)nc(N4CCOCC4)n3)n2)cc1 ?
Dicer processing: -0.47

Results for CCSc1nc2ccccc2[nH]1 ?
Dicer processing: -0.65

How did O=C(Nc1ncnc2sc3c(c12)CCCC3)c1ccc(F)cc1 do in these assays?
Dicer processing: 2.92

What do the screens show for `O=C(c1cccc(Cl)c1)c1cc2cc([N+](=O)[O-])ccc2o1`?
Dicer processing: -1.83

Results for COC(=O)/C(=C\N(C)C)S/C(C#N)=C/N(C)C ?
Dicer processing: -0.31

How did CC1=C(C(=O)OC(C)C)C(c2ccc(C)cc2)C2=C(CCCC2=O)N1 (configuration not stated) do in these assays?
Dicer processing: 3.3

How did COc1ccc(NC(=O)N2c3ccccc3Sc3ccccc32)cc1OC do in these assays?
Dicer processing: -1.05

What do the screens show for `Cc1cc(C)c2c(c1)-c1cc(C)nn1C(c1ccc(C(=O)O)cc1)N2` (configuration not stated)?
Dicer processing: -2.72

How did Cc1nc(-c2ccc(C(F)(F)F)cn2)nc(N2CCCCC2)c1Cl do in these assays?
Dicer processing: -1.96

How did Cc1onc(-c2ccccc2)c1CNS(=O)(=O)c1ccc(-c2cnco2)cc1 do in these assays?
Dicer processing: -0.38

How did Cc1ccc(C2C(C(=O)c3ccco3)=C(O)C(=O)N2c2nnc(C)s2)cc1 (configuration not stated) do in these assays?
Dicer processing: 0.6

Results for CCSCCOC(=O)C1=C(C)NC2=C(C(=O)CCC2)C1c1cc2c(cc1Br)OCO2 (configuration not stated) ?
Dicer processing: 2.11

What do the screens show for `CCCc1ccc(-c2ccc(C(N)=O)cc2)cc1`?
Dicer processing: -1.44

How did CC(=O)Oc1ccc(C2Nc3ccc(C)cc3C3C=CCC32)c(OC(C)=O)c1 (configuration not stated) do in these assays?
Dicer processing: 0.41

How did COc1ccccc1OCCn1c(=O)sc2ccccc21 do in these assays?
Dicer processing: -0.98

Results for O=C(c1cccnc1)N1CCN(C(=O)c2ccco2)CC1 ?
Dicer processing: 4.65*

What do the screens show for `CCOC(=O)C1=C(N)Oc2cc(O)ccc2C1c1ccccc1` (configuration not stated)?
Dicer processing: 0.12

What do the screens show for `COc1ccc(OC)c(C(C)=O)c1OCc1ccccc1`?
Dicer processing: -0.15

What do the screens show for `CCOc1ccc(N2CC(c3nc4ccccc4[nH]3)CC2=O)cc1` (configuration not stated)?
Dicer processing: 47.8

Results for COc1ccccc1Oc1ccc(NC(=O)c2cc3cc(Br)ccc3o2)cn1 ?
Dicer processing: 2.33

Results for CCN1CCc2nc(N)oc2CC1 ?
Dicer processing: -1.78

What do the screens show for `c1ccc(CSc2n[nH]c(-c3ccccc3)n2)cc1`?
Dicer processing: -0.28

How did CC(C)(C)c1ccc(C(=O)N2CCN(c3cccc4[nH]ccc34)CC2)cc1 do in these assays?
Dicer processing: 0.63

How did C(=N\Nc1ncc(-c2ccc3c(c2)OCCCO3)s1)/c1cccs1 do in these assays?
Dicer processing: 0.37

How did CCCOc1ccc(C2C(C#N)=C(N)Oc3n[nH]c(-c4ccc5c(c4)OCO5)c32)cc1 (configuration not stated) do in these assays?
Dicer processing: -9.17

Results for CC(C)(C)C(=O)c1sc2sc(C(=O)C(C)(C)C)c(N)c2c1N ?
Dicer processing: -2.35

How did CCNc1nc(C)cc(COC)c1C#N do in these assays?
Dicer processing: 0.06

What do the screens show for `O=C(O)C12CC3CC(CC(Br)(C3)C1)C2`?
Dicer processing: -1.27

How did O=C1CC(c2ccccc2)Sc2nc(-c3ccccc3)nn21 (configuration not stated) do in these assays?
Dicer processing: 1.88

How did CN1CCc2c(sc3c2C(=O)NC(c2ccc(O)cc2O)N3)C1 (configuration not stated) do in these assays?
Dicer processing: -1.68

Results for CC1(C)CC(=O)C2=C(C1)OC1CCCCC21 (configuration not stated) ?
Dicer processing: 3.42*

What do the screens show for `Cc1cc(C)n(-c2ncc(C#N)c(N)n2)n1`?
Dicer processing: -0.28

Results for CN1CCN(CCCSc2nnc3c(n2)[nH]c2ccccc23)CC1 ?
Dicer processing: 0.47

How did O=c1c2ccccc2c(-c2ccccc2)nn1-c1ccccc1 do in these assays?
Dicer processing: -1.16

What do the screens show for `Clc1cc(Cl)cc(-c2nnn(Cc3c(Cl)cccc3Cl)n2)c1`?
Dicer processing: -0.55

What do the screens show for `CCOC(=O)c1c(NC(=O)COc2ccc(Br)cc2)sc(C)c1C`?
Dicer processing: -0.07

What do the screens show for `C/C(=N\OC(=O)c1ccc(C(C)(C)C)cc1)c1ccc(F)c(F)c1`?
Dicer processing: -0.02

How did Cc1cc2ncc(-c3ccnc(SCc4cccc(Cl)c4)n3)c(C)n2n1 do in these assays?
Dicer processing: 0.37

Results for CCN1c2ccccc2-c2nc3ccccc3n2C1c1ccccn1 (configuration not stated) ?
Dicer processing: 1.75

How did CC(C)N1C(=O)C(O)(CC(=O)c2ccc3c(c2)OCO3)c2ccccc21 (configuration not stated) do in these assays?
Dicer processing: 1.86

Results for OC(CNCCNc1nccc(C(F)(F)F)n1)COc1ccc(Cl)c(Cl)c1 (configuration not stated) ?
Dicer processing: -0.76

Results for CCOC(=O)c1cc(C)nn1Cc1ccc(C)cc1 ?
Dicer processing: -0.76

Results for Nc1c(C(=O)c2ccc(Cl)cc2)sc2nc3c(c(-c4cccs4)c12)CCCC3 ?
Dicer processing: -0.57

What do the screens show for `O=C(NCc1sccc1COc1ccc(Cl)cc1)Nc1cccc(C(F)(F)F)c1`?
Dicer processing: 1.04

How did CCOc1ccc2[nH]c(C)c(CN3CCN(C)CC3)c(=O)c2c1 do in these assays?
Dicer processing: 5.01

How did CCOC(=O)C1C2C=CC3(CN(CCc4ccccc4)C(=O)C13)O2 (configuration not stated) do in these assays?
Dicer processing: -0.8

How did CCCCN1Cc2c(n(CC(N)=O)c3cc(-c4ccccc4)nn3c2=O)C1=O do in these assays?
Dicer processing: -0.98

How did CC1CCc2c(sc3ncnc(Sc4ccccc4)c23)C1 (configuration not stated) do in these assays?
Dicer processing: -0.63

Results for Cc1nn2c3ccccc3n(CC(=O)c3ccccc3)c2nc1=O ?
Dicer processing: -0.28

What do the screens show for `Oc1ccc(Cl)cc1C1=NN2C(C1)c1ccccc1OC2c1cccnc1` (configuration not stated)?
Dicer processing: 0.4

What do the screens show for `O=C(NC(=O)c1c(Cl)cccc1Cl)Oc1c(Cl)cccc1Cl`?
Dicer processing: -0.76

Results for CC(=O)c1sc2nc(-c3cccs3)cc(C(F)(F)F)c2c1N ?
Dicer processing: 1.01

What do the screens show for `Cc1ccc(C(C2=C(O)CC(C)(C)CC2=O)C2C(=O)CC(C)(C)CC2=O)o1` (configuration not stated)?
Dicer processing: -0.3

How did CCOC(=O)N/N=C/c1ccc(O)cc1 do in these assays?
Dicer processing: -0.1

In the list so far, these have fluorine.
What do the screens show for `COCCCN1C(=O)C(=O)/C(=C(\O)c2ccc(C)c(F)c2)C12C(=O)N(C)c1ccccc12` (configuration not stated)?
Dicer processing: 45.5

What do the screens show for `Cn1c(CSc2cc(C(F)(F)F)nc3ccccc23)n[nH]c1=S`?
Dicer processing: -1.7

Results for CCc1nn2c(=O)c(NC(=O)c3ccc(F)cc3)cnc2s1 ?
Dicer processing: -0.28

How did OC(c1cc(C(F)(F)F)nc2c(C(F)(F)F)cccc12)C1CCCCN1 (configuration not stated) do in these assays?
Dicer processing: -0.15

Results for CC(C)(COC(=O)c1cc2ccccc2oc1=O)Nc1ccc(C(F)(F)F)cc1[N+](=O)[O-] ?
Dicer processing: -1.52

How did O=C(Nc1ncnc2sc3c(c12)CCCC3)c1ccc(F)cc1 do in these assays?
Dicer processing: 2.92

How did Cc1nc(-c2ccc(C(F)(F)F)cn2)nc(N2CCCCC2)c1Cl do in these assays?
Dicer processing: -1.96

What do the screens show for `C/C(=N\OC(=O)c1ccc(C(C)(C)C)cc1)c1ccc(F)c(F)c1`?
Dicer processing: -0.02

Results for OC(CNCCNc1nccc(C(F)(F)F)n1)COc1ccc(Cl)c(Cl)c1 (configuration not stated) ?
Dicer processing: -0.76

What do the screens show for `O=C(NCc1sccc1COc1ccc(Cl)cc1)Nc1cccc(C(F)(F)F)c1`?
Dicer processing: 1.04

Results for CC(=O)c1sc2nc(-c3cccs3)cc(C(F)(F)F)c2c1N ?
Dicer processing: 1.01

Bioassay records as filed in PubChem.
